# Source: PubChem (several laboratories)
# AddAB inh – less growth of phage-infected E. coli with AddAB. E. coli expressing H. pylori AddAB, absorbance growth. actives 0.29% (n = 330,000). inhibition, % at 11.9 µM; in the data active means inhibition above about 12%;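 further: 0% = vehicle wells of infected cells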
# PKA-R2B activ – activators of human PKA-R2B complex; AID 504700; actives 0.079% (n = 340,000); P22694+P31323; PKA-R2B holoenzyme dissociation, Cy5-IP20 fluorescence polarization; R2B truncated from residue 108, S112A mutant; 0% DMSO only, 100% 113 µM cGMP; activation, % at 11.4 µM;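 active means activation above a cutoff set at the mean over all compounds plus 3 SD, cut at about 18% in these data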;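 further: higher means more holoenzyme dissociation and a rise in polarization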
# HTR5A inv ctr – counter-screen for OPRM1-OPRD1 inverse agonists: human HTR5A inverse agonism; HTR5A cell line, luminescence; AID 504634; inhibition, % at 9.3 µM; P47898; actives 0.083% (n = 340,000); in the data active means inhibition mostly above about 23%, no sharp cut-off; inactive means mostly below about 18%;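 further: 0% = cells with DMSO and 100% = no-cell wells with DMSO; some compounds called inactive have numbers as strong as hits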
# Target sequence (P47898 whole entry, looked up): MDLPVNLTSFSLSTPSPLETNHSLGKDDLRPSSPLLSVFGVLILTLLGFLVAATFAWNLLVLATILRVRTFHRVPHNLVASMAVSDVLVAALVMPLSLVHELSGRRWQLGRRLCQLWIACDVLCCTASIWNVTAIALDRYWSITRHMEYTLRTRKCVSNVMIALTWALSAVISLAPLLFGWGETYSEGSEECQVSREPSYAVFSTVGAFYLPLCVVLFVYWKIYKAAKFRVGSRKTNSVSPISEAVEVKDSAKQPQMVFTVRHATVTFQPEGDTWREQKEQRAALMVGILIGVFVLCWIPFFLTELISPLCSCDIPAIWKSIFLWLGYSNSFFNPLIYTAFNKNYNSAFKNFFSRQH
# phage Ecoli inh – E. coli growth loss with phage present. actives 0.26% (n = 360,000). inhibition, % at 11.9 µM. growth absorbance; in the data active means inhibition above about 11%
# DAGLB inh – diacylglycerol lipase beta (human) inhibition | Q8NCG7 | HEK293T DAGLB membrane lysate, EnzChek fluorogenic substrate | inhibition, % at 5.17 µM | actives 0.059% (n = 340,000); in the data active means inhibition above about 34%;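 further: 0% = enzyme with vehicle and 100% = wells lacking enzyme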
# Ecoli viability – reduces bacterial viability in AddAB counter-screen; AID 449728; E. coli V3065 growth, OD600 absorbance, 18 h; inhibition, % at 11.9 µM; actives 0.27% (n = 330,000);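 active means inhibition above the campaign's mean inhibition across all tested compounds plus 3 SD, cut at about 9.9% in these data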;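 further: uninfected addAB+ strain grown without phage in ampicillin broth; 0% = DMSO wells and 100% = ciprofloxacin 0.95 µg/ml wells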
# HTR5A ag – HTR5A agonism, opioid heterodimer counter-screen. HTR5A agonist assay, luminescence, cell-based. activation, % at 9.3 µM. actives 0.61% (n = 340,000). AID 504692; in the data active means activation mostly above about 9.5%, no sharp cut-off; inactive means mostly below about 7.6%;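 further: 0% = cells with vehicle only and 100% = reference agonist; strong numbers were not always called active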
# PKA-R1A act – PKA-R1A complex activation; actives 0.083% (n = 340,000); PKA-R1A dissociation, Cy5-IP20 fluorescence polarization; scaled: DMSO 0%, 113 µM cGMP 100%; P00514+P68181; activation, % at 11.4 µM;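 active means percent activation above the mean of all tested compounds plus 3 SD, cut at about 19% in these data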;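 further: higher means more PKAc released from R1A so a rise in polarization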
# Mot1-301 SUMO – blocks SUMOylation pathway, rescuing yeast Mot1-301 growth. growth rescue, % at 18.8 µM. S. cerevisiae Mot1-301 growth rescue, ATP luminescence, 38.5C; percent above DMSO median, 100 means doubled. actives 1% (n = 320,000);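 active means every valid replicate shows activation above 250% relative to neutral control wells; inactive means the rest, any valid replicate at or below 250%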;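 further: OY570 slx delta 5 strain wells were the positive control but not used for scaling; some compounds called inactive have numbers as strong as hits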
# CDK5 p35 inh – inhibitors of human CDK5/p35 kinase | actives 0.01% (n = 330,000) | Q00535+Q15078 | Recombinant CDK5/p35, ADP-Glo luminescence, 60 min | inhibition, % at 10 µM;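 active means highest replicate inhibition of at least 50% and at least 75% of replicates reaching 50%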;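 further: plate controls were DMSO neutral control for no effect and GW8510 at 10 µM for full effect; many of its hits are not listed in these tables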
# Target sequence (Q00535 whole entry, looked up): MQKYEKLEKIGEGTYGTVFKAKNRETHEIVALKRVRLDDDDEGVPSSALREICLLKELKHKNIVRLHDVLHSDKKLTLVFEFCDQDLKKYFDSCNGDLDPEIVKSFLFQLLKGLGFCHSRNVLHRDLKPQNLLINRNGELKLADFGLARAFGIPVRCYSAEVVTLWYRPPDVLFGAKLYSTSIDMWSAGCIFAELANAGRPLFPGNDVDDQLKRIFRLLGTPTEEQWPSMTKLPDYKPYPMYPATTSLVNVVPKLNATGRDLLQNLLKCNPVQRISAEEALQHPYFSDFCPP
# Target sequence (Q15078 whole entry, looked up): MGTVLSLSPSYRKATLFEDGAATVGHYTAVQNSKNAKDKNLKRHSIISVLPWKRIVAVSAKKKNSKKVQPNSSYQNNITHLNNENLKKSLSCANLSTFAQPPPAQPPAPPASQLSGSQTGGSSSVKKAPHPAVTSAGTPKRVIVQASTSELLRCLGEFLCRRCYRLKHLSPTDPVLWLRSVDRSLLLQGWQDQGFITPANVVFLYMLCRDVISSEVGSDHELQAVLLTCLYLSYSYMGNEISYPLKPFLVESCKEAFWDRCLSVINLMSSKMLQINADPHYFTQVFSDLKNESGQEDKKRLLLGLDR
# Tat transport – inhibitors of E. coli Tat protein transport; E. coli MC4100 TorA-mCherry Tat export, fluorescence; inhibition, % at 10 µM; actives 0.036% (n = 340,000);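 active means mean replicate inhibition at least 50% and at least half of replicates individually reaching 50%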;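 further: exported cargo escapes ClpAP degradation while cytoplasmic cargo is degraded and loses fluorescence; 0% = median of neutral control wells and 100% = median of NaSCN control wells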
# * = called active by the depositor; / = no result given.
compound	Tat transport	Ecoli viability	Mot1-301 SUMO	PKA-R1A act	PKA-R2B activ	DAGLB inh	CDK5 p35 inh	AddAB inh	HTR5A inv ctr	HTR5A ag	phage Ecoli inh
COc1ccc(-c2cn[nH]c2C)cc1OC	4	-0.9	-4	-8	6	0	5.8	3.5	-9	3	3.9
Cc1nc2scc(C)n2c(=O)c1S(=O)(=O)Nc1ccc(N2CCN(S(C)(=O)=O)CC2)cc1	-4	0.5	-24	0	-4	2	/	1.9	-41	5	4.7
Cc1cc2nc(N)sc2cc1[N+](=O)[O-]	4	-0.4	-2	-5	3	2	-8.1	-0.4	11	6	1.2
O=C(NC1CCCCC1)C(c1ccccc1)N1CCOCC1 (stereo not given)	-2	1.4	119	-13	-7	-3	0.6	2.5	14	-7	0.4
CN(C(=O)COC(=O)c1nc(Cl)c(Cl)c(Cl)c1Cl)C1CCS(=O)(=O)C1 (stereo not given)	0	/	/	0	-4	-6	-0.4	/	5	-2	0.7
Cc1ccc(S(=O)(=O)N(C)S(=O)(=O)c2ccc(C)cc2)cc1	7	2.6	148	-2	3	-9	-1.5	0.6	-5	2	2.1
CCOc1c(Br)cc(C(N)=O)cc1OCc1ccccc1	5	-2.8	11	3	-5	-1	2.4	2.6	-6	2	4.3
CN1C(=O)CC(N2CCC(C(N)=O)(N3CCCCC3)CC2)C1=O (stereo not given)	1	0.9	7	-9	-3	2	-5.2	2.8	-5	-1	0.6
COc1cc(C(=S)N2CCCC2)ccc1OS(=O)(=O)c1ccc(NC(C)=O)cc1	0	0.2	9	-1	8	-1	-0.3	-1.7	-10	4	1.1
Cc1cc(C(=O)NCCN2CCOCC2)ccc1[N+](=O)[O-]	-4	-0.6	7	/	/	/	0.7	1.6	/	/	5.0
COc1cccc(NC(=O)CN(C)C(=O)CSc2nc(C)cc(C)n2)c1	-2	1.8	4	0	6	1	-0.1	-0.3	-3	-2	0.0
COc1ccc(NC(=O)c2cc(C(C)C)on2)c(OC)c1	-6	0.3	14	-27	-17	-5	0.2	1.7	-37	13	2.8
O=C(Nc1ccc(OCc2ccccc2)cc1)Nc1cccnc1	-7	-1.7	113	-6	-3	2	-0.2	3.5	-8	2	-2.1
O=C1CCCN1CCCN1CC(C(=O)N(CCO)Cc2ccccc2)CCC1=O (stereo not given)	3	1.2	5	-9	2	3	0.8	0.9	-13	1	0.7
Cc1nn(C)c(C)c1C(C)NC(=O)c1ccc(OC2CCN(Cc3ccccn3)CC2)cc1 (stereo not given)	5	1.7	/	-6	-8	1	-0.7	3.9	8	-2	1.4
COC(=O)c1ccc(/C=N/NC(=O)c2ccc3nc[nH]c3c2)cc1	-2	-1.6	-9	-12	0	0	0.7	-0.4	-1	-1	2.2
O=C(NNC(=O)c1ccc(Br)s1)NC1CCCCC1	2	/	-5	-6	-9	1	0.3	/	-6	2	1.8
C[C@H](NC(=O)N1CCn2c1nc1ccccc12)C(=O)NC1CC1	5	0.4	-6	0	-7	-3	1.7	1.9	/	/	1.6
Cc1ccccc1-c1nnc(SCC(=O)Nc2cccc(C)c2C)o1	2	1.0	-22	-7	-3	-8	-12	0.8	2	-1	2.4
Cc1ccc(Cn2ccc(NC(=O)c3cc(C(C)C)on3)n2)cc1	5	1.5	5	-3	5	-5	0.5	3.2	-13	-2	2.7
COCCNc1nc(N)c([N+](=O)[O-])c(NCc2ccccc2)n1	6	/	-3	-8	-12	0	0.9	/	1	0	2.2
BrC(=C\c1ccccc1)/C=N/Nc1ccc2nncn2n1	4	-0.7	-1	3	3	0	3.2	-0.9	-7	2	3.1
CCC1Oc2ccc(C)cc2N(CC(=O)NCc2ccccc2OC)C1=O (stereo not given)	-6	0.9	1	-5	8	-9	0.1	3.3	6	-2	2.1
Cc1cc(C)cc(N(CC(=O)Nc2c(C)n(C)n(-c3ccccc3)c2=O)S(C)(=O)=O)c1	-9	0.4	14	6	-4	1	/	0.7	11	-1	1.6
O=C1c2cccc(OCC(=O)N3N=C(c4cccs4)CC3c3ccc(F)cc3)c2CCN1Cc1cccnc1 (stereo not given)	12	2.1	-20	-5	2	3	1.4	1.2	-3	2	2.6
Cc1cc(C)c(NC(=O)Cn2cc3c(n2)CCCC3)c(C)c1	-1	-1.2	596	12	-3	-3	-0.2	6.1	5	-2	0.9
COc1cc(SC)ccc1C(=O)N1CCN(S(=O)(=O)/C=C/c2ccccc2)CC1	-4	-2.1	/	-19	-24	-1	2.2	-1.6	-2	1	1.0
CCS(=O)(=O)Nc1ccc(C2=NN(C(=O)c3ccccc3)C(c3cccs3)C2)cc1 (stereo not given)	5	-1.9	218	1	-6	3	-1.1	2.5	-6	8	-0.8
COc1ccc(C)cc1Nc1nc(N)c2cc(OC)c(OC)cc2n1	-4	-1.2	34	5	-1	4	-0.6	-1.0	-5	1	/
Cc1cc(C(F)(F)F)nc(SCC(=O)NC2CC3CCC2C3)n1 (stereo not given)	0	-1.3	791	-11	-12	-2	-0.3	3.0	-27	10	1.8
Cc1cc(OCC(=O)Nc2cccc(S(=O)(=O)NC3=NCCCCC3)c2)ccc1Cl	9	-2.4	269	2	2	-7	0.3	-2.0	-3	1	3.2
CC12CCC3c4ccc(OCC(=O)O)cc4CCC3C1CCC2=O (stereo not given)	-7	/	/	2	-1	0	-0.7	/	-10	3	0.9
O=C(NNC(=O)c1cc2ccccc2cc1O)Nc1ccccc1F	-5	9.9*	-18	-7	4	1	0.2	12	-40	-4	11*
Cc1cccc(C)c1N(CC(=O)N1CCOCC1)S(C)(=O)=O	-6	-2.1	5	3	3	-1	-0.2	3.3	-12	3	2.9
CCC(=O)c1ccc(N2CCN(C(=O)c3cc([N+](=O)[O-])ccc3N3CCN(C)CC3)CC2)c(F)c1	3	-1.3	55	3	-3	4	-15	2.9	11	-5	-1.7
CC(OC(=O)CN1C(=O)c2ccccc2C1=O)C(=O)NC1(C#N)CCCCC1 (stereo not given)	8	-2.8	4	-7	0	-1	0.0	-1.4	-20	6	1.1
CC(=O)OCc1c(C(F)(F)F)nn(C)c1Oc1ccccc1	22	-2.1	-1	0	-4	-8	0.8	1.0	12	-5	0.9
Cc1ccc(C(=O)OCc2nnc(-c3ccc(Br)cc3)o2)cc1	7	1.9	-2	0	0	-18	1.1	1.6	11	-4	1.8
Cc1cccc(OCc2nnc(SCC(=O)Nc3ccc(N4CCOCC4)cc3)o2)c1	-4	-1.1	-2	-3	-11	-3	0.1	3.1	-11	3	3.0
OC(C#CCN1CCOCC1)(c1ccccc1)C1CCCCC1 (stereo not given)	-1	-3.4	-3	4	5	2	0.8	1.4	-5	2	2.3
COc1cccc(-c2nc(C(N)=O)c3[nH]c(=O)n(-c4cccc(Cl)c4)c3n2)c1OC	-2	-0.3	-15	-17	-4	3	3.6	-2.3	0	0	0.8
O=C(CCNC(=O)c1ccccc1Cl)Nc1cccc(S(=O)(=O)N2CCCCC2)c1	-7	/	/	0	-7	0	-0.1	/	-20	7	0.5
Cc1ccc(C)c(N2CCN(C(=O)C3CCCN(c4ncnc5c4nc4n5CCCCC4)C3)CC2)c1 (stereo not given)	18	0.8	-3	-3	6	-9	/	0.8	11	-3	-0.2
CCCCNC(=O)CC1Nc2ccccc2NC1=O (stereo not given)	2	-0.3	-5	-6	3	2	-0.3	-0.7	-11	4	1.0
CCCOc1ccc(S(=O)(=O)NCCN2CCOCC2)c2ccccc12	1	-1.2	-1	0	-18	4	-0.2	2.7	15	0	2.6
O=C(/C=C/c1cccc(F)c1)Nc1cc(S(=O)(=O)N2CCOCC2)ccc1N1CCCC1	3	-0.7	23	-1	-13	3	-1.1	4.6	-16	3	1.3
CCn1c(Cc2ccccc2)nnc1SCc1ccc([N+](=O)[O-])cc1	1	-0.3	/	-11	0	-2	1.2	2.0	15	-6	1.5
O=C(Cc1ccccc1[N+](=O)[O-])N/N=C/c1cccnc1	0	0.2	-4	-6	4	2	-0.8	-0.2	-6	3	0.9
Cc1ccc(C)c(/C(O)=C2\C(=O)C(=O)N(CCCn3ccnc3)C2c2ccncc2)c1 (stereo not given)	-4	-0.9	19	-1	-3	-3	0.3	-1.5	3	-1	0.9
C/C(CC(=O)NC(C)(C)C)=N\NC(=O)COc1ccc(C)cc1Br	5	2.4	121	-2	0	0	0.1	0.0	-1	-6	3.2
O=C(NCCN1CCOCC1)c1ccccc1N1C(=O)[C@@H]2Cc3c([nH]c4ccccc34)C(c3ccc(F)cc3)N2C1=O (stereo not given in full)	-4	-1.8	3	6	-7	-1	-4.4	1.0	2	5	1.3
COc1ccc(N2CC(NS(=O)(=O)c3ccc(F)cc3)CC2=O)cc1 (stereo not given)	-4	2.5	0	2	-5	2	-1.7	4.5	21	-1	2.3
O=C(Nc1ccccc1Cl)c1c(F)c(F)c(F)c(F)c1F	-3	-2.7	11	-8	-2	-5	0.0	0.5	-35	5	0.0
COC(=O)N/N=C/c1c[nH]c2ccccc12	-3	-2.2	-8	-3	-5	0	-2.0	-2.4	-1	8	1.0
CN(C)CCNC=C(C(=O)Nc1ccc(Cl)cc1Cl)C(=O)Nc1ccc(Cl)cc1Cl	13	-1.6	63	-1	-1	-1	-2.0	2.9	1	0	2.0
COc1ccc(-n2c(C)c(C(=O)O)c3cc(OC)c4ccccc4c32)cc1	-2	0.7	16	-10	-3	4	0.3	0.4	2	-1	1.3
CC(C)C[C@@H](CN)NC(=O)c1nc[nH]c1C(=O)N[C@@H](CC(=O)O)C(=O)CNC[C@H](C)NC(=O)c1nc[nH]c1C(=O)N[C@@H](CC(=O)O)C(=O)O	0	/	/	8	-13	3	3.9	/	-5	1	1.4
CCOC(=O)C1Oc2ccccc2C(c2ccoc2)=C1C(=O)OC (stereo not given)	-2	1.4	/	0	-7	0	-0.3	1.4	8	-2	/
Cc1cc(C)nc(N2CCN(c3nc(-c4ccccc4)nc4c3oc3ccccc34)CC2)n1	1	/	/	-8	5	-2	-1.6	/	-5	2	1.3
CC1CCN(c2cc(=O)n(C3CCCCC3)c(=O)[nH]2)CC1	-10	-0.4	-13	-4	-6	0	0.1	0.9	15	-3	3.5
COc1cc(O)c(/C=N/NC(=O)c2ccncc2)c(OC)c1[N+](=O)[O-]	4	1.1	0	11	-2	2	0.4	4.1	5	-1	3.8
COc1cc2c(C(=O)OCCN(C)C)c(CSc3ccccc3)n(C)c2cc1Br	-5	-3.8	/	-8	0	-1	-0.3	-2.0	12	-4	3.5
CCOc1ccc(NS(=O)(=O)c2cccc(C(=O)N(C)Cc3ccco3)c2)cc1	7	0.0	-18	-15	-4	3	-0.2	-0.4	-4	1	2.0
